# Screening data deposited in PubChem BioAssay by National Center for Advancing Translational Sciences (NCATS).
# L3MBTL1 block: L3MBTL1 (human) inhibition; Q9Y468; AlphaScreen L3MBTL1–H3K9me1 peptide binding; 230,000 tested, 0.66% active; Potency, µM (highest dose often 57.1 µM), without a hit: top-dose activity, negative = inhibition, actives largely listed as inhibitors; AID 485360; also: % is scaled to controls: 0 for no effect and ±100 for the full control effect; nearly all actives have a fitted effect of over 60% in size
# Target sequence (Q9Y468 whole entry, looked up): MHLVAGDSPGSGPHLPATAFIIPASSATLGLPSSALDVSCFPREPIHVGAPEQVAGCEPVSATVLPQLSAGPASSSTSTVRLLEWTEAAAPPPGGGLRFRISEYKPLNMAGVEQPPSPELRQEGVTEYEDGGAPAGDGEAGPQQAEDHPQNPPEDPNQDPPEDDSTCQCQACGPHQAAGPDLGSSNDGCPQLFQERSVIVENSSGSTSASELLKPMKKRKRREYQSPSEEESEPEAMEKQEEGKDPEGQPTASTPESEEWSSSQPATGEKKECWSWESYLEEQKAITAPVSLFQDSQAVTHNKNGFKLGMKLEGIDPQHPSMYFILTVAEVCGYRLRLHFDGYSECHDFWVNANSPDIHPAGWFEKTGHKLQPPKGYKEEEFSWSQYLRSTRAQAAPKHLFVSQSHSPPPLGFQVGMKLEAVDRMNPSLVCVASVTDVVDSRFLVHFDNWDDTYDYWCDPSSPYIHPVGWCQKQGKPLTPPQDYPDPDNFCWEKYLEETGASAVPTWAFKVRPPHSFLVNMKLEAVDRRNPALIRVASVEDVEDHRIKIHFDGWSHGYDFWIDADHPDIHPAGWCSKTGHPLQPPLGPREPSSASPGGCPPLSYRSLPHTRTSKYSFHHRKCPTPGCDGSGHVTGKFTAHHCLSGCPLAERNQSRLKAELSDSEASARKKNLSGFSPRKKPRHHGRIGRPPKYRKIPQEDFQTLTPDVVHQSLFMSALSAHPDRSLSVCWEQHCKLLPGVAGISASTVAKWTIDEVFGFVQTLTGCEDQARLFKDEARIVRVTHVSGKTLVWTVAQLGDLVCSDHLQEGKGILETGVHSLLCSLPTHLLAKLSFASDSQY
#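 L3MBTL1 50 nM + b-AHA-H3(1-15)K9me1 75 nM, 30 min RT; compound added, 30 min RT; streptavidin donor/Ni-chelate acceptor beads 10 ug/mL each final, 30 min RT dark; AlphaScreen read.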
# Tau fluor counter: counter-screen for tau fibril formation inhibitors; AID 1463; Potency, µM (top dose mostly 57.7 µM), inactives show at the top dose activity change, negative = decrease; 280,000 tested, 0.93% active; tau K18 P301L Alexa594 fluorescence, heparin fibrillization; also: % is scaled to controls: 0 for no effect and ±100 for the full control effect; nearly all actives have a fitted effect of over 55% in size
#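 Human K18 P301L tau (15 uM unlabeled plus 0.24 uM Alexa 594-labeled, final) in 100 mM sodium acetate pH 7 was mixed with compound and 20 uM heparin and incubated 6 hr at 37 C.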
# Tau ThT inhib: inhibitors of human tau fibril formation, thioflavin T binding; P10636; recombinant tau K18 P301L, heparin-induced fibrillization, ThT fluorescence; Potency, µM (doses to about 57.4 µM), for the others: at the highest dose activity, negative = inhibition, hits mostly inhibitors; 270,000 tested, 2.1% active; AID 1460; also: % is scaled to controls: 0 for no effect and ±100 for the full control effect; nearly all actives have a fitted effect of over 55% in size
# Target sequence (P10636 561-689 P618L limits assumed): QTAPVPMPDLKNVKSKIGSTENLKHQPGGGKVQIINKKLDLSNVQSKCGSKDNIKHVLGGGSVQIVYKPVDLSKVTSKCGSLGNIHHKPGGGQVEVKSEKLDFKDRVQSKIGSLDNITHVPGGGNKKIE
#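 ThT emission at 510 nm, taken 1 hr after adding 30 uM dye, quantifies aggregates formed when 20 uM heparin acts on human tau K18 P301L for 6 hr at 37 C.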
# TexasRed fluor: alters Texas Red total fluorescence, flagging assay interference | Potency, µM (doses to about 106 µM), without a hit: top-dose fluorescence change, negative = quenching | TRb/SRC2 Texas Red total fluorescence interference | 280,000 tested, 0.29% active; active = well fitted curve in either direction with a large enough effect; inconclusive = small, poorly fitted or top-dose-only effect; also: % is scaled to controls: 0 for no effect and ±100 for the full control effect
#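 Flags fluorescent or light-absorbing compounds by total fluorescence, S + 2P, at 555 nm excitation and 632 nm emission. Mixture: 20 nM Texas Red SRC2 peptide, 0.6 uM human TRb LBD, 1 uM T3, 5% DMSO; compound exposure 5 h at ambient temperature.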
# RECQ1 helicase: inhibitors of human RECQ1 DNA helicase. P46063. RECQ1 DNA unwinding, red fluorescence kinetic read. Potency, µM (titrated, usually from 57.3 µM), for inactives: top-dose activity, negative = inhibition, actives largely listed as inhibitors. 240,000 tested, 0.54% active;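 also: plate controls were vehicle for no effect and no enzyme for full effect; nearly all actives have a fitted effect of over 30% in size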
#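 50 nM RECQ1T1 preincubated 15 min with compound in Tris pH 8.0 buffer with MgCl2, DTT, Tween-20 and 2.5 ug/ml poly(dI-dC); started with 200 nM TAMRA/BHQ-2 forked duplex and 2 mM ATP. Unwinding read as fluorescence (525/598 nm), two reads 2 h apart.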
# Tau fibril FP: blocks human tau fibril formation measured by polarization | P10636 | K18 P301L tau heparin fibrillization, Alexa594 FP, 6 h | Potency, µM (highest dose often 57.7 µM), inactives show top-dose activity, negative = inhibition, actives largely listed as inhibitors | 280,000 tested, 0.39% active | AID 1468; also: % is scaled to controls: 0 for no effect and ±100 for the full control effect; nearly all actives have a fitted effect of over 55% in size
#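 Read-out: fluorescence polarization of Alexa 594-labeled tau (0.24 uM), 555 nm excitation, 632 nm emission. Mixtures held 15 uM unlabeled K18 P301L, compound and 20 uM heparin, pH 7 acetate buffer, incubated 6 hr at 37 C.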
# HTT ATP protect: cytoprotection in Huntington HTT-Q103 PC12 cell model; PC12 HTT-Q103 induced, cytoprotection, ATP luminescence, 40 h; Potency, µM (doses to about 56.4 µM), for inactives: cytoprotection (ATP increase), most hits filed as activators; 230,000 tested, 0.14% active; AID 1471;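 also: % of control where 0% means no effect; nearly all actives have a fitted effect of over 45% in size; toxic huntingtin expression switched on by the ecdysone agonist tebufenozide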
#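 PC12 cells stably carrying ecdysone-inducible Htt exon 1 (Q103)–GFP were induced with 100 nM tebufenozide (final) alongside library compounds in a dose series. Cytoprotection was scored as retained ATP by ATPlite luminescence.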
# TRb-SRC2 inh: inhibitors of human thyroid hormone receptor beta-SRC2 interaction; P10828; TRbeta-SRC2 peptide binding, fluorescence polarization; receptor liganded with 1 µM T3; Potency, µM (doses to about 106 µM), without a hit: at the highest dose activity change, negative = inhibition, hits mostly inhibitors; 280,000 tested, 0.065% active;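 also: plate controls were bound peptide for no effect and peptide without receptor for full effect; nearly all actives have a fitted effect of over 50% in size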
#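 Read-out is fluorescence polarization (555 nm excitation, 632 nm emission) of a Texas Red SRC2 coactivator peptide; loss of signal reflects blocked binding to human TRb ligand-binding domain in the presence of 1 uM T3.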
# Starred values were filed as active, the others as inactive; i = inactive; ? = inconclusive; nt = no result given; [ ] = another dose, or the depositor's remark. Unless noted, calls follow the shape of the dose curve; as a rule, active = well fitted curve in the direction sought with a large enough effect; inconclusive = small, poorly fitted or top-dose-only effect, or another doubt; inactive = no such curve, though single readings can be large; an effect the other way counts as inactive or inconclusive. Potency is read from the fitted curve at half-maximal effect. The list is partial, so the mix of outcomes need not match the whole.
1) CCOc1ccc(CCNC(=O)C2CCCN(C(=O)N(C)C)C2)cc1OCC (stereo unspecified)
2) COC(=O)c1[nH]c2ccc(C)cc2c1NC(=O)CCN1CCN(C2CCCCC2)CC1
3) Cc1ccc2nc(N(Cc3cccnc3)C(=O)C3CCCCC3)sc2c1
4) Cc1cc(C)cc(NC(=O)C(Sc2ncnc3ccccc23)c2ccccc2)c1 (stereo unspecified)
5) CCN(CC)S(=O)(=O)c1ccc(N2CCOCC2)c(NC(=O)c2ccc(F)cc2)c1
6) Cc1ccc(S(=O)(=O)N2CCN=C2SCc2ccccc2)cc1
7) COCCNC(=O)C(=O)NNC(=O)c1ccccc1OC
8) O=C(N/N=C/c1c(O)n(-c2ccc(Cl)cn2)c(=O)c2ccccc12)C1CC1
compound no.	1	2	3	4	5	6	7	8
L3MBTL1 block	2%	nt	nt	-2%	1%	nt	-24%	11%
Tau fluor counter	-1%	-3%	-18%	-15%	-13%	-28%	-3%	-12%
Tau ThT inhib	-4%	-10%	?	5%	-3%	-13%	3%	-7%
TexasRed fluor	-5%	-1%	-1%	-5%	-2%	6%	0%	-17%
RECQ1 helicase	1%	i	nt	-9%	-8%	-24%	17%	0%
Tau fibril FP	2%	-1%	-6%	-9%	-2%	-3%	0%	-3%
HTT ATP protect	0%[10 µM]	-11%[0.074 µM]	nt	nt	-52%[inhibitor]	6%	-10%[10 µM]	-14%[1.9 µM]
TRb-SRC2 inh	-9%	5%	-9%	9%	3%	4%	-4%	-3%

9) O=C(COC(=O)Cc1ccc(Cl)cc1Cl)NCCC1=CCCCC1
10) O=C(O)c1cc(Br)ccc1NN=C1CCCCC1
11) COc1ccc(Cc2nnc(N/N=C(\C)c3ccccc3)[nH]c2=O)cc1OC
12) CC(C)CCn1c(=O)c2sccc2n2c(CCCC(=O)Nc3ccc(C(C)C)cc3)nnc12
13) COc1cc(C2CC(=O)Nc3c2c(C)nn3-c2nc(C)cc(C)n2)cc(OC)c1O (stereo unspecified)
14) COCCN1C(=O)N[C@@H](CCc2ccccc2)[C@H](C(=O)OC)[C@H]1C
15) CCC(C(=O)Nc1ccc(C)cc1)c1ccccc1 (stereo unspecified)
16) CCOc1ccc(NC(=O)c2ccc(NC(=O)Cc3n[nH]c(=O)c4ccccc34)cc2)cc1
compound no.	9	10	11	12	13	14	15	16
L3MBTL1 block	10%	-6%	-26%	nt	nt	nt	5%	-8%
Tau fluor counter	-8%	-22%	-9%	-12%	7%	0%[11.6 µM]	-10%	-24%
Tau ThT inhib	-13%	20µM*	-12%	0%	4%	9%[11.5 µM]	8%	?
TexasRed fluor	3%	-4%	-1%	-3%	-12%	-3%[11.2 µM]	-2%	-5%
RECQ1 helicase	i	-7%	-2%	nt	nt	-3%[11.5 µM]	-5%	-5%
Tau fibril FP	1%	-14%	3%	-17%	1%	-7%[11.6 µM]	-7%	?
HTT ATP protect	33%[10 µM]	-10%[10 µM]	6%[10 µM]	nt	nt	12%[10 µM]	nt	-2%[10 µM]
TRb-SRC2 inh	3%	-7%	8%	5%	0%	-2%[11.2 µM]	-1%	-10%

17) COc1ccc(N2CCN(C(=O)c3ccc4c(c3)CCN4S(=O)(=O)c3ccccc3)CC2)cc1
18) O=C(NC1CC1)c1ccc2c3c(cccc13)CC2
19) COc1ccc(C(=O)NCc2nnc(SCC(=O)Nc3ccccc3OC)n2C)cc1
20) O=C(NCc1ccccc1)c1cc2nc(C3CC3)cc(C(F)(F)F)n2n1
21) CCN(CC)CCNC(=O)c1ccc(Cn2c(=O)c3cccn3c3cccnc32)cc1
22) Cc1noc(C)c1-c1nc(CS(=O)(=O)c2ccc(F)cc2)no1
23) CCc1cccc(NC(=O)Nc2cn(C)c(=O)c3ccccc23)c1
24) COc1ccc(NS(=O)(=O)c2ccc(NC(=S)NC(=O)C(C)C)cc2)cc1
compound no.	17	18	19	20	21	22	23	24
L3MBTL1 block	nt	-3%	1%	8%	nt	-3%	nt	-2%
Tau fluor counter	-18%	4%	3%	-4%	-9%	-13%	?	-20%
Tau ThT inhib	-10%	3%	1%	-4%	-2%	-14%	?	0%
TexasRed fluor	-3%	-1%	1%	0%	0%	-4%	6%	1%
RECQ1 helicase	nt	-2%	18%	-14%	nt	10%	nt	-12%
Tau fibril FP	7%	-8%	2%	-1%	-3%	4%	5%	-8%
HTT ATP protect	nt	-25%[10 µM]	-50%[inhibitor]	-21%	nt	-7%[10 µM]	nt	-30%
TRb-SRC2 inh	-1%	-1%	-1%	0%	2%	-1%	10%	-3%

25) CC(=O)Nc1ccc(S(=O)(=O)N2CCN(C3CCCCCCC3)CC2)cc1
26) CC1CCCN(c2ccc(C(=O)Nc3cccnc3)cc2[N+](=O)[O-])C1 (stereo unspecified)
27) NC1=NC(=O)/C(=C\c2cc([N+](=O)[O-])ccc2Cl)S1
28) CCOc1ccc(OCC)c(NS(=O)(=O)c2c(C)[nH]c(=O)[nH]c2=O)c1
29) Cc1nc(NC(C)C)c2oc3ccccc3c2n1
30) COc1ccc(CNC(=O)C(C)n2nc(C)c3sc4ccccc4c3c2=O)cc1OC (stereo unspecified)
31) Cc1ccc(C(=O)OCc2nnc(-c3ccccc3)o2)o1
32) CC(C)C(C)NC(=O)COc1ccc(Sc2ccc(OCC(=O)NC(C)C(C)C)cc2)cc1 (stereo unspecified)
compound no.	25	26	27	28	29	30	31	32
L3MBTL1 block	-5%	nt	-2%	nt	4%	nt	nt	29%
Tau fluor counter	-20%	-25%	-20%	-8%	-14%	4%	-8%	-2%
Tau ThT inhib	-1%	?	?	-7%	-19%	6%	-19%	3%
TexasRed fluor	3%	-2%	-2%	-2%	1%	1%	-1%	-5%
RECQ1 helicase	-12%	-9%	-6%	nt	-8%	nt	1%	-4%
Tau fibril FP	-6%	-2%	14%	2%	-10%	-12%	11%	-2%
HTT ATP protect	-4%	-13%	-17%	nt	-30%[0.074 µM]	nt	11%	21%[10 µM]
TRb-SRC2 inh	7%	2%	-8%	12%	-17%	-2%	-5%	1%

# Fetched by compound from the entries so far:
25) CC(=O)Nc1ccc(S(=O)(=O)N2CCN(C3CCCCCCC3)CC2)cc1
31) Cc1ccc(C(=O)OCc2nnc(-c3ccccc3)o2)o1
compound no.	25	31
L3MBTL1 block	-5%	nt
Tau fluor counter	-20%	-8%
Tau ThT inhib	-1%	-19%
TexasRed fluor	3%	-1%
RECQ1 helicase	-12%	1%
Tau fibril FP	-6%	11%
HTT ATP protect	-4%	11%
TRb-SRC2 inh	7%	-5%

# Next entries follow.
33) Cc1ccc(CNC(=O)C(=O)NCC(c2cccnc2)N2CCN(c3ccccc3F)CC2)cc1 (stereo unspecified)
34) O=C(CCCCC(=O)N1CCOCCOCCOCC1)OCc1ccccc1
35) O=C(NC1CCCCCCC1)C1CCN(S(=O)(=O)N2CCC3(CC2)OCCO3)CC1
36) CCn1c(CN2CCN(Cc3ccc(C)cc3)C(CCO)C2)nc2ccccc21 (stereo unspecified)
37) CCOc1ccc(C2CC(c3c(O)c4ccccc4oc3=O)=NN2c2ccccc2)cc1OC (stereo unspecified)
38) COc1ccccc1NC(=O)C(=O)NCCc1csc(-c2cccc(F)c2)n1
39) CCCCCOc1ccc(NS(C)(=O)=O)cc1
40) CC1=NOC(=O)/C1=C\c1ccc(-c2cccc(Cl)c2)o1
compound no.	33	34	35	36	37	38	39	40
L3MBTL1 block	nt	-3%	0%	-2%	nt	nt	-1%	-7%
Tau fluor counter	-8%	6%	3%	1%	-29%	-24%	-18%	?
Tau ThT inhib	-10%	8%	0%	-7%	-15%	-7%	-17%	16µM*
TexasRed fluor	5%	-2%	1%	-1%	-2%	?	-2%	-10%
RECQ1 helicase	nt	-8%	-5%	4%	-13%	nt	5%	?
Tau fibril FP	6%	-3%	1%	-4%	-7%	-13%	6%	3%
HTT ATP protect	nt	4%[10 µM]	-5%	8%	-23%	nt	-17%[10 µM]	-93%[inhibitor]
TRb-SRC2 inh	-4%	-1%	-1%	0%	1%	-24%	-1%	11%

# Compound profiles (already shown):
# `Cc1ccc2nc(N(Cc3cccnc3)C(=O)C3CCCCC3)sc2c1` in the list: L3MBTL1 block = nt; Tau fluor counter = -18%; Tau ThT inhib = ?; TexasRed fluor = -1%; RECQ1 helicase = nt; Tau fibril FP = -6%; HTT ATP protect = nt; TRb-SRC2 inh = -9%
# `CC1CCCN(c2ccc(C(=O)Nc3cccnc3)cc2[N+](=O)[O-])C1` (stereo unspecified) in the list: L3MBTL1 block = nt; Tau fluor counter = -25%; Tau ThT inhib = ?; TexasRed fluor = -2%; RECQ1 helicase = -9%; Tau fibril FP = -2%; HTT ATP protect = -13%; TRb-SRC2 inh = 2%

# New compounds follow.
41) COc1cnc(N(C)C)nc1Sc1cccc(Cl)c1
42) Cc1nc2ccc(S(=O)(=O)NC(CC(C)C)C(=O)NCc3ccc(Cl)cc3)cc2s1 (stereo unspecified)
43) COC(=O)C1=C(C)NC(=S)NC1c1ccco1 (stereo unspecified)
44) COc1ccc2c(c1)cc(C(=O)O)n2C
45) COc1cc(-c2nc3ccc4ccccc4c3c3c2CCC3)cc(OC)c1O
46) O=C(COc1ccc(Cl)cc1Cl)Nc1ccc2nc3n(c(=O)c2c1)CCCC3
47) Cc1cccc(Nc2nc(N)nc(CCl)n2)c1C
48) Fc1ccc(NC(=S)Nc2cccnc2)cc1
compound no.	41	42	43	44	45	46	47	48
L3MBTL1 block	nt	nt	8%	nt	-12%	12%	nt	0%
Tau fluor counter	?	-22%	7%	0%	-30%	-24%	-4%	-4%
Tau ThT inhib	?	-7%	1%	-1%	?	?	nt	-4%
TexasRed fluor	-2%	-7%	-1%	3%	6%	1%	-3%	-2%
RECQ1 helicase	-2%	nt	13%	6%	-9%	-10%	-15%	28%
Tau fibril FP	?	-7%	4%	0%	?	-1%	14%	-3%
HTT ATP protect	10%	nt	nt	0%	-12%[10 µM]	-38%	-52%[inhibitor][10 µM]	-14%
TRb-SRC2 inh	-6%	-2%	-3%	-6%	1%	3%	-3%	-2%
